Tb PGK inh – blocks T. brucei phosphoglycerate kinase | AID 602233 | 380,000 tested, 0.043% active | PGK/GAPDH coupled, Kinase-Glo luminescence, 60 min | Potency, µM (series often up to 57.5 µM), for the others: at the top dose activity change, negative = inhibition, hits mostly inhibitors; also: potency is read from the fitted curve at half-maximal effect; % is scaled to controls: 0 for no effect and ±100 for the full control effect; nearly all actives have a fitted effect of over 60% in size
Target sequence (P07378 whole entry, looked up): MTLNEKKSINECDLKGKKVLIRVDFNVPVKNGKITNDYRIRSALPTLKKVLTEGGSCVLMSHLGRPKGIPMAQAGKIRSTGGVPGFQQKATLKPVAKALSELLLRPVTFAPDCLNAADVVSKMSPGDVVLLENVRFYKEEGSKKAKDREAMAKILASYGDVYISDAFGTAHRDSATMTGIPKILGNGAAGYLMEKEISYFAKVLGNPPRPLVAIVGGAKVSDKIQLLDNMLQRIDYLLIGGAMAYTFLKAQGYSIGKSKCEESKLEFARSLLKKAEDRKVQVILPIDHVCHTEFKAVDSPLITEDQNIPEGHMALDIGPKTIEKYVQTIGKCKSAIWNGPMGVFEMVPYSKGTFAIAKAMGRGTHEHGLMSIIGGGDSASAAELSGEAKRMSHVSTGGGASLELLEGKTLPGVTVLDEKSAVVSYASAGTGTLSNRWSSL
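Recombinant glycosomal PGK reaction used 1,3-bisphosphoglycerate generated in-well by GAPDH (100nM final) in 100mM TEA pH 7.6, 5mM MgCl2, 0.01% Tween-20. After 60 minutes at room temperature, ATP was read by Kinase-Glo Plus luminescence end-point.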
BAZ2B inh – BAZ2B (human) inhibition. AID 504333. 360,000 tested, 4.4% active. Q9UIF8. AlphaScreen BAZ2B-H3K14Ac peptide displacement. Potency, µM (top dose mostly 114 µM), without a hit: top-dose activity change, negative = inhibition, usual class: inhibitors; also: potency is read from the fitted curve at half-maximal effect; % is scaled to controls: 0 for no effect and ±100 for the full control effect; nearly all actives have a fitted effect of over 60% in size
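Complex of BAZ2B and biotin-H3K14Ac (50 nM apiece) forms over 30 min at RT, then faces library compounds up to 110 uM for another 30 min; AlphaScreen beads added, 20 min dark incubation, luminescence read.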
JMJD2A Tudor inh – JMJD2A Tudor domain (human) inhibition; O75164; Potency, µM (top dose mostly 114 µM), without a hit: at the top dose activity change, negative = inhibition, actives largely listed as inhibitors; 390,000 tested, 4.4% active; AlphaScreen JMJD2A-Tudor / H3K4me3 peptide binding; AID 504339; also: potency is read from the fitted curve at half-maximal effect; % is scaled to controls: 0 for no effect and ±100 for the full control effect; nearly all actives have a fitted effect of over 50% in size
Pin1 inhibitor – blocks the human prolyl isomerase Pin1; Pin1 FP peptide displacement, HiFluor488, 10 min; Potency, µM (titrated, usually from 115 µM), inactives show top-dose activity, negative = inhibition, usual class: inhibitors; AID 504891; Q13526; 390,000 tested, 0.009% active; active = well fitted inhibition curve with a large enough effect in the polarisation, with a control signal flat, not every such curve was filed as active; inconclusive = small, poorly fitted or top-dose-only effect, or effect the other way, or a change in a side signal; inactive = no such curve, though single readings can be large or run the other way; the % refers to the polarisation; also: potency is read from the fitted curve at half-maximal effect; % is scaled to controls: 0 for no effect and ±100 for the full control effect
Target sequence (Q13526 whole entry, looked up): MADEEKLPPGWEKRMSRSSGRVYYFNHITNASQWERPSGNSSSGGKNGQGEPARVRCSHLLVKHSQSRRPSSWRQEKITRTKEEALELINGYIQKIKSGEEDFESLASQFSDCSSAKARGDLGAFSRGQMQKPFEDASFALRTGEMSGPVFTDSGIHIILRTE
PI4K2A block – blocks human PI4K2A kinase activity. Q9BTU6. purified PI4K2A, ADP-Glo luminescence, 1 h; active compounds read low. activity change, negative = inhibition, % at 76.9 µM. 420,000 tested, 0.13% active; in the data active = activity change below about -50%; inconclusive = mostly about -30% to -49%;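 also: -100% = wells without enzyme as full effect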
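In this quantitative HTS, ADP production by PI4K2A was quantified luminescently after 1 h at ambient temperature; 100 microM adenosine served as plate-quality control.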
ERG Ets-DNA blk – ERG Ets/DNA interaction inhibition; fluorescence polarization, His-ERG Ets domain / labelled DNA; Potency, µM (titrated, usually from 76.9 µM), for inactives: at the top dose FP activity, negative = inhibition, most hits filed as inhibitors; 370,000 tested, 0.028% active; active = well fitted inhibition curve with a large enough effect in the polarisation, with a control signal flat; inconclusive = small, poorly fitted or top-dose-only effect, or effect the other way, or a change in a side signal; inactive = no such curve, though single readings can be large or run the other way; the % refers to the polarisation;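 also: polarization taken with two DNA probes labelled with fluorescein and Texas red; potency is read from the fitted curve at half-maximal effect; % of control where 0% means no effect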
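His-tagged ERG Ets domain (1 uM in the protein solution; 300mM KCl, 50mM Tris-HCl, 1mM EDTA, 1mM DTT, pH 7.5) received compound, then a probe mix of 5 nM fluorescein-DNA and 100nM Texas-615-DNA. Fluorescence polarization was read for both dyes.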
GLS inhibitor – inhibitors of human glutaminase (GLS); O94925; GLS enzymatic activity, qHTS titration; Potency, µM (top dose mostly 45.5 µM), without a hit: at the highest dose activity change, negative = inhibition, actives largely listed as inhibitors; 410,000 tested, 0.21% active; AID 624170; also: potency is read from the fitted curve at half-maximal effect; % is scaled to controls: 0 for no effect and ±100 for the full control effect
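Two-point fluorescence kinetic (t0, 30 min RT) for hKGA; glutamate detected via glutamate oxidase–HRP–Amplex Red. Substrate: 1 mM L-glutamine solution; buffer 45 mM KH2PO4, pH 8.2.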
G9a block – blocks human histone lysine methyltransferase G9a | Potency, µM (top dose mostly 102 µM), inactives show top-dose activity, negative = inhibition, usual class: inhibitors | 350,000 tested, 8.8% active | Q96KQ7 | G9a H3K9 monomethylation, AlphaScreen, 2 h; also: potency is read from the fitted curve at half-maximal effect; % is scaled to controls: 0 for no effect and ±100 for the full control effect; nearly all actives have a fitted effect of over 75% in size
Target sequence (Q96KQ7 913-1193 limits assumed): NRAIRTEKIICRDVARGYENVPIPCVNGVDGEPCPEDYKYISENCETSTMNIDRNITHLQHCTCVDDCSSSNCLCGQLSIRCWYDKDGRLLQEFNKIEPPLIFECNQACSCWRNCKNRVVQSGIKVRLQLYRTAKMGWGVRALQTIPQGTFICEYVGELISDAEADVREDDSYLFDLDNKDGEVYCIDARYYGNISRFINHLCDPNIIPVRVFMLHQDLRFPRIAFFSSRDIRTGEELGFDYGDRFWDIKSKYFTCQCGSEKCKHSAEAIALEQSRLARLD
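Quantitative HTS format: methyltransferase activity on a biotin-tagged H3K9 peptide is measured by AlphaScreen, using a rabbit anti-monomethyl-H3K9 antibody with streptavidin donor and anti-IgG acceptor beads. Final levels are 20 nM enzyme, 500 nM peptide, 20 uM SAM; 2 h RT.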
HP1b binding inh – inhibitors of HP1-beta chromodomain binding to methylated histone tails; P83916; Potency, µM (doses to about 114 µM), for inactives: at the top dose activity change, negative = inhibition, actives largely listed as inhibitors; 390,000 tested, 0.56% active; AlphaScreen HP1-beta / biotin-H3K9me3 peptide binding; also: potency is read from the fitted curve at half-maximal effect; nearly all actives have a fitted effect of over 70% in size; inactives centre near 23
Target sequence (P83916 whole entry, looked up): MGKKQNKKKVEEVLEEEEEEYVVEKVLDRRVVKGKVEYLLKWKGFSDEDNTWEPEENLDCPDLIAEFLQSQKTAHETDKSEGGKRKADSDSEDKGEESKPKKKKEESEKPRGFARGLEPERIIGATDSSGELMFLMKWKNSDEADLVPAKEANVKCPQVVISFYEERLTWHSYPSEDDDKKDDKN
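Compound inhibition of the preformed complex between 50 nM HP1-beta and 50 nM biotinylated H3K9me3 peptide was read by AlphaScreen. Buffer was PBS pH 7.4 with 0.01% Tween-20. Incubations ran 30 min at room temperature, with 10 ug/mL donor/acceptor beads.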
Active calls of the source: *; i = inactive; ? = inconclusive; nt = no result given; & = joins results of further samples; [ ] = remark or other dose. Unless noted, calls follow the shape of the dose curve; as a rule, active = well fitted curve in the direction sought with a large enough effect; inconclusive = small, poorly fitted or top-dose-only effect, or another doubt; inactive = no such curve, though single readings can be large; an effect the other way counts as inactive or inconclusive.

smiles	Tb PGK inh	BAZ2B inh	JMJD2A Tudor inh	Pin1 inhibitor	PI4K2A block	ERG Ets-DNA blk	GLS inhibitor	G9a block	HP1b binding inh
CCn1c(SCC(=O)Nc2cc(C)on2)nc2c(c1=O)SCC2	-6%	-11%	-22%	1%	4	7%	7%	18%	5%
Cn1c(-c2ccc(C=O)s2)nc2c3ccccc3c3ccccc3c21	-2%	76%[activator]	-3%	?	-4	1%	16%	?	50%[activator]
O=C(NCc1cccs1)c1ccc(N2CCCCC2)nc1	i	13%	-15%	1%	-2	nt	-4%	-28%[59 µM]	2%
CCOc1ccccc1NC(=O)CN1CCN(C(=O)C2CCCO2)CC1 (stereo not drawn)	i	7%	6%	6%	-1	7%	-3%	nt	28%[57 µM]
O=C(Cn1c2[n+](c3ccc(C(F)(F)F)cc31)CCCCC2)Nc1ccccc1	i	0%	-6%	4%	5	0%	-13%	?	12%
O=C(O)/C=C/C(=O)Nc1ccc(C2(c3ccc(NC(=O)/C=C/C(=O)O)cc3)c3ccccc3-c3ccccc32)cc1	-9%	50µM*	-35%	-16%	-3	-12%	-24%	nt	17%
C(=N\n1c2ccccc2c2ccccc21)/c1ccccc1	-8%	23%	-4%	-6%	2	5%	1%	19%[59 µM]	44%[activator]
O=C(O)c1ccc(S(=O)(=O)N[C@H](Cc2ccc(O)cc2)C(=O)O)cc1	nt	-6%	-19%	?	nt	nt	nt	?	nt
CSc1ncccc1C(=O)OCC(=O)Nc1ccc(S(=O)(=O)N2CCCC2)cc1	6%	-2%	-19%	17%	1	-13%	16%	-38%[59 µM]	37%
Cc1nc(C(F)(F)F)c(C(=O)N=CN(C)C)s1	-5%	-13%	-15%	2%	-9	-5%	-2%	25%[12.7 µM]	42%[activator]
CCCCc1nc2cc(C(=O)N3CCN(c4cnccn4)CC3)ccc2o1	0%	-26%	-4%	-5%	-21	-12%	9%	-6%	22%
O=C(Cc1ccccc1F)NCC(c1ccco1)N1CCCCC1 (stereo not drawn)	-10%	nt	-12%	2%	3	23%	1%	8%	30%
O=c1cc(-c2ccccc2)[nH]n1-c1ccc([N+](=O)[O-])cc1	-9%	45µM*	35µM*	nt	-16	8%	14%	?	?
COc1ccc(-n2ncc(C(C)NS(=O)(=O)c3cc(F)ccc3C)c2C)cc1 (stereo not drawn)	-5%	-15%	-7%	0%	-2	-5%	-1%	?	22%
CC(=O)Nc1ccc(Nc2cc(C)nc3c(-c4ccccc4)cnn23)cc1	-3%	16%	8%	0%	3	-1%	21%	88%[activator]	60%[activator]
COc1ccc(C(=O)NNC(=O)C(=O)NC2CCCCC2)cc1	-11%	-25%	1%	-4%	5	-2%	-14%	-12%	44%[activator]
Cc1ccc(/C=C2\SC(=S)N(c3c(C)n(C)n(-c4ccccc4)c3=O)C2=O)cc1	-9%	?	?	-9%	3	nt	-9%	nt	-13%
C[C@@H]1CN([C@@H](C)CO)C(=O)c2cc(NS(C)(=O)=O)ccc2O[C@@H]1CN(C)S(=O)(=O)c1ccccc1	-1%	nt	2%	-5%	-5	4%	-2%	nt	67%[activator]
COCCNc1nc(SCc2ccccc2)nc2sc3c(c12)CCC3	-10%	-2%	8%	11%	-4	0%	-3%	14%[12.7 µM]	50%[activator]
CCN(CC)S(=O)(=O)c1ccc(C(=O)NC(C)(C)C)cc1	7%	-14%	-15%	2%	-2	4%	5%	4%	3%
Cc1ccc(C)c(NC(=O)CN(C)S(=O)(=O)c2cccc3cccnc23)c1	-6%	2%&3%	0%&-7%	5%&-6%	-13&-1	12%&-4%	4%&-4%	23%	17%&19%
Cc1ccc(NC(=O)CSc2nnc(Cn3cnc4ccccc43)o2)c(C)c1	1%	-1%	-5%	3%	2	0%	19%	-3%[2.33 µM]	11%
Cc1ccc(CNC(=O)c2cc(Sc3ccc(F)cc3F)nc3ccccc23)cc1	i	0%	-24%	1%	-8	0%	1%	-3%[59 µM]	31%
NC(=O)CN1C(=O)NC2(CCOc3ccccc32)C1=O (stereo not drawn)	13%	6%	-7%	5%	3	-4%	1%	1%	7%
O=C(NC1CCC1)C1CCC(=O)N(Cc2ccccc2F)C1 (stereo not drawn)	-6%	6%	12%	3%	0	-6%	-5%	16%[0.0925 µM]	36%
COc1ccc(-c2nc3ccccn3c2NC2CCCCC2)cc1SC1CCCCC1	8%	?	?	2%	-3	-2%	-4%	5%[2.33 µM]	8%
CCC1CCCCN1CCCNC(=O)c1c(O)nc2ccccn2c1=O (stereo not drawn)	1%&0%	-17%&-3%	-9%&4%	1%&-8%	2&3	-10%&2%	-2%&2%	79µM*	23%&21%
Cc1cccc(NC(=O)c2cc(S(=O)(=O)c3ccccc3)ccc2Cl)c1	-8%	4%	-15%	7%	-9	9%	9%	11%	16%
O=[N+]([O-])c1ccc(O)c(-c2ccnc3cc(-c4ccccc4)nn23)c1	0%	-33%	-16%	8%	-1	?	-1%	-4%[59 µM]	27%
CSc1nncc(/C(C)=N/O)n1	4%	10%	-15%	1%	4	-9%	27%	1%[59 µM]	28%
CN(C)C(CNC(=O)c1ccccc1OCc1ccc(Cl)cc1)c1ccco1 (stereo not drawn)	0%	-25%	-32%	7%	1	3%	13%	5%[0.501 µM]	-4%
COCCNc1nc(NCc2cccc(Cl)c2)c2cnn(C)c2n1	nt	-5%	-30%	4%	0	-11%	1%	10%[59 µM]	15%
Cc1ccc(C(=O)NCCN(C)C)c(C)c1	8%	-1%	2%	-1%	8	0%	8%	13%[59 µM]	45%[activator]
Cc1cc(-c2nnc(SCc3cccnc3)o2)no1	2%	-15%	-9%	-4%	-2	nt	3%	3%	34%
Cc1cc(C)c2c(CC(=O)NC3CCS(=O)(=O)C3)coc2c1 (stereo not drawn)	0%	-10%	-14%	-7%	4	-3%	-4%	1%	54%[activator]
COc1ccc(CNC(=O)CN2CCC(C(=O)c3ccc(OC)cc3)CC2)cc1	-4%	10%	-9%	-3%	-2	-14%	9%	24%	27%

Filtered by structure, the entries above with a COOH group.
smiles	Tb PGK inh	BAZ2B inh	JMJD2A Tudor inh	Pin1 inhibitor	PI4K2A block	ERG Ets-DNA blk	GLS inhibitor	G9a block	HP1b binding inh
O=C(O)/C=C/C(=O)Nc1ccc(C2(c3ccc(NC(=O)/C=C/C(=O)O)cc3)c3ccccc3-c3ccccc32)cc1	-9%	50µM*	-35%	-16%	-3	-12%	-24%	nt	17%
O=C(O)c1ccc(S(=O)(=O)N[C@H](Cc2ccc(O)cc2)C(=O)O)cc1	nt	-6%	-19%	?	nt	nt	nt	?	nt

Further compounds follow:
smiles	Tb PGK inh	BAZ2B inh	JMJD2A Tudor inh	Pin1 inhibitor	PI4K2A block	ERG Ets-DNA blk	GLS inhibitor	G9a block	HP1b binding inh
CCOC(=O)C1=NN(c2ccc(Cl)cc2)C(=O)C1	-3%	-1%	-3%	0%	-4	13%	19%	54%[activator][12.7 µM]	21%
O=C(CN1C(=O)C2CC=CCC2C1=O)Nc1ccc(S(=O)(=O)Nc2ncccn2)cc1 (stereo not drawn)	-2%	11%	-4%	-1%	-6	5%	3%	-34%[12.7 µM]	30%
COc1ccc(/C=C2/SC(=S)N(CCCC(=O)Nc3ccccc3C(=O)O)C2=O)cc1	i	?	?	-7%	1	3%	39%	79µM*	-32%
COc1cccc(C2CC(=O)Nc3n[nH]c(-c4ccccc4)c32)c1OC (stereo not drawn)	-9%	-29%	-9%	-6%	-4	-6%	1%	2%	20%
CCOc1ccc(-c2cc(CCCC(=O)NCCc3ccc(SC)cc3)no2)cc1	-3%	-7%	-23%	-3%	4	3%	0%	5%[59 µM]	29%
Cc1ccc(C)c(-c2nc3cc(N)ccc3o2)c1	i	3%	-1%	5%	-8	-2%	17%	17%[12.7 µM]	30%
CCOC(=O)N1CC=C2C(C#N)=C(N)C(C#N)(C#N)[C@H](c3cccs3)[C@H]2C1	-10%	0%	-13%	?	6	3%	11%	-8%[12.7 µM]	39%[activator]
COC(=O)c1ccc(COc2ccc(Cl)cc2)o1	-9%	38%	42%[activator]	-14%	-2	11%	7%	114%[activator]	79%[activator]
Cc1ccc(-c2csc(NC(=O)c3c(C)noc3C)n2)cc1	-2%	7%	-23%	2%	1	-5%	0%	-7%[2.33 µM]	12%
Cc1ccc(NC(=O)Cn2nnc(C(=O)Nc3ccc(F)c(Cl)c3)c2N)cc1	4%	-13%	-14%	-3%	1	-2%	-13%	16%	61%[activator]
CCOC(=O)c1cc(-c2csc(COc3ccc(Cl)cc3)n2)on1	-1%	-2%	-8%	-4%	7	0%	2%	-6%	17%
COc1ccc(CN2C(=NC(=O)c3ccccc3)SC3CS(=O)(=O)CC32)cc1 (stereo not drawn)	-2%	?	-26%	-10%	-2	2%	4%	nt	6%
O=C(C[n+]1cccc(CNC(=O)c2ccc(OC(F)F)cc2)c1)Nc1cc(C(F)(F)F)ccc1Cl	-5%	-15%	?	3%	-3	-6%	0%	0%	11%
O=C(COC(=O)c1cccc(N2C(=O)C3CC=CCC3C2=O)c1)c1ccccc1 (stereo not drawn)	-5%	-15%	5%	12%	6	2%	-8%	5%	41%[activator]
Cc1ccc(C(c2nnnn2C2CCCC2)N2c3ccccc3CC2C)cc1 (stereo not drawn)	i	-11%	-17%	-2%	-5	0%	-4%	71µM*	26%
Cc1ccccc1NC1=CC(=O)CC(C)(C)C1	5%	2%	9%	-1%	2	-2%	-3%	18%[59 µM]	5%
